Insulin prom inh: TRM-6 insulin promoter activity inhibition. TRM-6 cells (human fetal islet line), insulin promoter-eGFP reporter, imaging; reporter expression induced with tamoxifen. inhibition, % at 2 µM. actives 0.9% (n = 130,000). AID 1273;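 active = inhibition above the mean plus 3 SD, with well images judged a real hit on visual review, cut at about 60% in these data, passing the limit was not always enough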
sdo1 growth: sdo1-depleted yeast growth rescue | S. cerevisiae sdo1-depleted JHY4D growth rescue, OD600 30 h; stronger effect = higher value; pdr5 snq2 efflux-pump mutant strain | z-score at 10 µM | actives 0.21% (n = 140,000) | AID 817;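 active = z-score above 3 at both the 24 hr and the 30 hr optical density reads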;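 note: z-score against mean and SD of all compound wells on the same plate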
sdo1 growth Rescue 24 h: recorded beside sdo1 growth, whose call it bears; z-score; S. cerevisiae sdo1-depleted JHY4D growth rescue, OD600; measured here: growth rescue at 24 h;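 0 is the plate mean of compound wells and units are plate SD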
* = called active by the depositor; & = joins results of further samples; [ ] = another dose, or the depositor's remark.

CCC(C)(C(=O)NC1CCCCC1)N(Cc1ccco1)C(=O)c1ccc2c(c1)OCO2 (stereo unspecified) was read as Insulin prom inh 29, sdo1 growth -0.41 and sdo1 growth Rescue 24 h -0.57.
For Cc1csc(NC(=O)CSc2nnc(-c3cc(C)on3)o2)n1 the results were Insulin prom inh 31, sdo1 growth -0.02 and sdo1 growth Rescue 24 h -0.34.
CC1CCN(S(=O)(=O)c2ccc3[nH]c(=O)cc(C(=O)O)c3c2)CC1 was read as Insulin prom inh -50, sdo1 growth 0.43 and sdo1 growth Rescue 24 h -0.27.
`Cc1ccc(C(=O)N[C@H](C(=O)OCC(=O)NC2CCS(=O)(=O)C2)C(C)C)cc1` (stereo partly specified) gave Insulin prom inh 19, sdo1 growth 0.48 and sdo1 growth Rescue 24 h -0.11.
For COc1cccc(C2Cc3ccccc3C(=O)O2)c1 (stereo unspecified) the results were sdo1 growth 1.6 and sdo1 growth Rescue 24 h 2.
`COC(=O)c1c(NC(=O)c2cccnc2)sc(C(=O)N(C)C)c1C` gave Insulin prom inh 14, sdo1 growth 0.59 and sdo1 growth Rescue 24 h 0.21.
For C#CCN(C)CC/C=C1\c2ccccc2CSc2ccccc21 the results were Insulin prom inh 33, sdo1 growth -0.61 and sdo1 growth Rescue 24 h 0.13.
For CN1C(=O)C(O)(C2OC(C)(C)CCC2=O)c2ccccc21 (stereo unspecified) the results were sdo1 growth -0.47 and sdo1 growth Rescue 24 h -1.2.
Screening Cc1ccc(-n2nnnc2-c2cnoc2-c2cccc(F)c2)cc1 returned Insulin prom inh 38, sdo1 growth -0.59 and sdo1 growth Rescue 24 h -0.56.
`CCOc1cc(NC(=O)CCl)c(OCC)cc1NC(C)=O` gave Insulin prom inh 51.
Screening O=C(CCCN1C(=O)CCC1=O)Nc1ccc(Cl)c(C(F)(F)F)c1 returned Insulin prom inh -444, sdo1 growth 1.5 and sdo1 growth Rescue 24 h 1.1.
Cc1coc2c(C)c3oc(=O)c4c(c3cc12)CCC4 was read as Insulin prom inh 49.
Screening O=C(CCn1nc(-c2ccccc2)c2ccccc2c1=O)NN1CCOCC1 returned Insulin prom inh -18.
`COc1ccc(CNC(=O)CN2CCN(C(c3ccccc3)c3ccccc3)CC2)cc1` gave Insulin prom inh 42.
O=C(COc1ccccc1F)N/N=C1\CCCc2ccccc21 was read as sdo1 growth 0.33 and sdo1 growth Rescue 24 h 0.11.
`C=CCOc1ccc(NC(=O)C2CC(=O)N(C(C)C)C2)cc1` (stereo unspecified) gave Insulin prom inh -36, sdo1 growth 1.7 and sdo1 growth Rescue 24 h 2.3.
C=CCn1c(SCC(=O)NCC2CCCO2)nnc1-c1ccccc1 (stereo unspecified) was read as Insulin prom inh 11.
`Cc1c(NS(=O)(=O)c2ccc3c(c2)c(=O)n(C)c(=O)n3C)c(=O)n(-c2ccccc2)n1C` gave Insulin prom inh 22, sdo1 growth 0.55 and sdo1 growth Rescue 24 h 0.44.
For COc1cccc(S(=O)(=O)Nc2ccc(C(=O)N3CCOCC3)cc2)c1 the results were Insulin prom inh 8, sdo1 growth 0.66 and sdo1 growth Rescue 24 h 0.6.
For COc1ccc(C2=CSC3=C(C(=O)c4cccc(S(=O)(=O)N(C)C)c4)CCN23)cc1 the results were Insulin prom inh -21, sdo1 growth 0.25 and sdo1 growth Rescue 24 h 0.27.
Cc1cc(NC(=O)CSc2nnc(C(C)N(C)C)n2Cc2ccccc2)no1 (stereo unspecified) was read as Insulin prom inh -36, sdo1 growth 0.39 and sdo1 growth Rescue 24 h 0.28.
CCc1ccc(/C=C2/C(=O)N(C)C(=S)N2CC(=O)OC)s1 was read as Insulin prom inh 23.
Cn1c(=O)c2c(nc(Oc3ccccc3)n2C)n(C)c1=O was read as Insulin prom inh 30, sdo1 growth 0.6 and sdo1 growth Rescue 24 h 0.57.
Cc1ccc(OCc2nnc(SCC(=O)Nc3cc(C)on3)n2C)cc1 was read as sdo1 growth -0.51 and sdo1 growth Rescue 24 h 0.58.

2 neighbouring entries from above, for reference:
Cn1c(=O)c2c(nc(Oc3ccccc3)n2C)n(C)c1=O was read as Insulin prom inh 30, sdo1 growth 0.6 and sdo1 growth Rescue 24 h 0.57.
Cc1ccc(OCc2nnc(SCC(=O)Nc3cc(C)on3)n2C)cc1 was read as sdo1 growth -0.51 and sdo1 growth Rescue 24 h 0.58.

(cont.)
`CCOC(=O)N1CCC(N2CCN(S(=O)(=O)c3ccc(Cl)cc3)CC2)CC1` gave Insulin prom inh -38, sdo1 growth 0.04 and sdo1 growth Rescue 24 h -0.62.
`CCc1nnc(NC(=O)C2CCCN2S(=O)(=O)c2ccc(C)cc2)s1` (stereo unspecified) gave Insulin prom inh -11, sdo1 growth 0.19 and sdo1 growth Rescue 24 h 0.06.
`C/C(=N/NC(=O)OC(C)(C)C)c1ccco1` gave Insulin prom inh 25, sdo1 growth 0.43 and sdo1 growth Rescue 24 h 0.9.
Cc1cccc(NC(=O)C2c3ccccc3C(=O)N3CCc4ccccc4C23)n1 (stereo unspecified) was read as sdo1 growth 0.55 and sdo1 growth Rescue 24 h -0.69.
Screening CCOC(=O)CN1C(=O)C(O)=C(C(C)=O)C1c1ccc([N+](=O)[O-])cc1 (stereo unspecified) returned Insulin prom inh 17, sdo1 growth 0.3 and sdo1 growth Rescue 24 h 0.09.
`Cc1cc(=O)c2ccccc2s1` gave Insulin prom inh -66, sdo1 growth 0.65 and sdo1 growth Rescue 24 h -0.14.
Screening Clc1ncccc1-c1nc2ccccc2n1Cc1ccccc1 returned sdo1 growth -0.72 and sdo1 growth Rescue 24 h -0.02.
O=C1NCC(O)=C1C=NC12CC3CC(CC(C3)C1)C2 was read as Insulin prom inh -22&-6, sdo1 growth -0.06&0.03 and sdo1 growth Rescue 24 h -0.94&-0.34.
COc1ccc(NS(=O)(=O)c2ccc3nc(COc4cccc5ccccc45)[nH]c3c2)cc1 was read as Insulin prom inh 0, sdo1 growth -0.09 and sdo1 growth Rescue 24 h -0.25.
For CC(=O)Nc1ccc(S(=O)(=O)NCc2ccc(C(=O)NCc3ccc(Cl)cc3)cc2)cc1 the results were Insulin prom inh -8, sdo1 growth -0.58 and sdo1 growth Rescue 24 h 1.
Screening CN(C)c1ccc(CN2CCCC(O)C2)cc1 (stereo unspecified) returned Insulin prom inh -28, sdo1 growth -0.16 and sdo1 growth Rescue 24 h -0.44.
OCCNCC(O)Cn1ccc2ccccc21 (stereo unspecified) was read as Insulin prom inh -10, sdo1 growth 0.61 and sdo1 growth Rescue 24 h 1.
`COc1ccccc1-c1nc(SC)n[nH]1` gave Insulin prom inh 5.
`COCCn1nnnc1CN1CCOCC1` gave Insulin prom inh 41, sdo1 growth 0.71 and sdo1 growth Rescue 24 h 1.
Cc1ccc(Nc2ccc(-n3ccnc3)nn2)cc1C was read as sdo1 growth -0.73 and sdo1 growth Rescue 24 h -0.48.
COc1ccc(-c2ccc(=O)n(CC(=O)Nc3cccc(O)c3)n2)cc1OC was read as Insulin prom inh -33, sdo1 growth -0.41[11.1 µM] and sdo1 growth Rescue 24 h -0.83.
O=C(Sc1nnnn1C1CCCCC1)c1cccs1 was read as Insulin prom inh -70, sdo1 growth 1 and sdo1 growth Rescue 24 h 0.77.
For CC(C)Cc1nc(SCC(=O)NCc2ccccc2)n[nH]1 the results were Insulin prom inh -20, sdo1 growth 0.06 and sdo1 growth Rescue 24 h -0.48.
COc1ccc(C2N(c3cc(Cl)ccc3OC)C(=O)C3CCCN32)c(OC)c1 (stereo unspecified) was read as sdo1 growth 0.63 and sdo1 growth Rescue 24 h -0.28.
`COc1ccc(Nc2ncnc3c2cnn3Cc2ccc(C)cc2)cc1` gave Insulin prom inh 3, sdo1 growth 0.18 and sdo1 growth Rescue 24 h 0.59.
For Cc1cc(C)cc(C(=O)N2CC(C)SC2=Nc2cccc(S(=O)(=O)N(C)C)c2)c1 (stereo unspecified) the results were sdo1 growth -0.44 and sdo1 growth Rescue 24 h -0.36.
Screening CCCCn1c(CN2CCN(C(=O)c3ccco3)CC2)nc2c1c(=O)n(C)c(=O)n2C returned sdo1 growth 0.66 and sdo1 growth Rescue 24 h 1.7.
For COC(=O)c1cccc(S(=O)(=O)N2CCC(n3nnc4cc(F)ccc43)CC2)c1 the results were Insulin prom inh -15, sdo1 growth 0.18 and sdo1 growth Rescue 24 h 0.73.
Screening COc1cccc(NC(=O)c2cccnc2)c1 returned Insulin prom inh 42, sdo1 growth -0.57 and sdo1 growth Rescue 24 h -1.1.
`O=c1c2[nH]c3ccc(F)cc3c2ncn1CCCn1ccnc1` gave Insulin prom inh -6, sdo1 growth 0.81 and sdo1 growth Rescue 24 h 1.2.
COc1ccc(NC(=O)Cc2ccccc2F)cn1 was read as Insulin prom inh 36.
`COc1cc(C=NCC2OCCc3ccccc32)cc(OC)c1` (stereo unspecified) gave Insulin prom inh -30, sdo1 growth 0.06 and sdo1 growth Rescue 24 h -0.03.
Screening CCc1ccc(CC)c(S(=O)(=O)Nc2ccc(O)c(C(=O)O)c2)c1 returned Insulin prom inh 15, sdo1 growth 0.91 and sdo1 growth Rescue 24 h -0.69.
CCOC(=O)CC(=O)CSc1nc2c(cc1C#N)CCCCC2 was read as Insulin prom inh -9, sdo1 growth 0.51 and sdo1 growth Rescue 24 h 0.43.
Screening CC(=O)N1CCN(CCN=CC2=C(O)CC(c3ccc(Cl)cc3)CC2=O)CC1 (stereo unspecified) returned sdo1 growth 1.1 and sdo1 growth Rescue 24 h 2.
O=C(CCC(=O)N1CCCC1)Nc1nnc(C(F)(F)F)s1 was read as Insulin prom inh 64, sdo1 growth -0.05 and sdo1 growth Rescue 24 h -0.15.
For O=c1c2ccccc2nnn1Cc1ccccn1 the results were sdo1 growth 1.6 and sdo1 growth Rescue 24 h -0.14.
Screening Cc1cc(=O)n2nc(N3CCCC(C(=O)NCCc4ccccc4)C3)sc2n1 (stereo unspecified) returned Insulin prom inh -42, sdo1 growth 0.1 and sdo1 growth Rescue 24 h -0.05.
CCOC(=O)C1CCCN(C(=O)c2cc(Nc3ccc(OC)c(OC)c3)nc3ccccc23)C1 (stereo unspecified) was read as Insulin prom inh 20, sdo1 growth 0.09 and sdo1 growth Rescue 24 h 0.
`CCCCc1c(O)nc2n(c1=O)CCS2` gave Insulin prom inh -24, sdo1 growth -0.09 and sdo1 growth Rescue 24 h -0.12.
Screening CCOC(=O)C1CCCN(c2c(NCCN(C)Cc3ccccc3)c(=O)c2=O)C1 (stereo unspecified) returned sdo1 growth 0.7 and sdo1 growth Rescue 24 h 0.3.
For COCCCNC(=O)c1cc2c(=O)n3cccc(C)c3nc2n(C(C)C)c1=N the results were Insulin prom inh -43, sdo1 growth 0.51 and sdo1 growth Rescue 24 h -0.07.
For COc1cc2c(c(O)c1OC)C(=O)C(OC)CCC2 (stereo unspecified) the results were Insulin prom inh 54, sdo1 growth 3 and sdo1 growth Rescue 24 h 2.4.
`Cc1cccc2cc(CN(CC3CCCO3)C(=O)c3ccncc3)c(=O)[nH]c12` (stereo unspecified) gave Insulin prom inh 38, sdo1 growth 0.2 and sdo1 growth Rescue 24 h 0.35.
Screening Cc1c(C(=O)NCC2CCCO2)sc2nc(-c3ccccc3)cn12 (stereo unspecified) returned sdo1 growth 0.01 and sdo1 growth Rescue 24 h -1.1.

Grouped by structure: those above containing a halogen
Screening Cc1ccc(-n2nnnc2-c2cnoc2-c2cccc(F)c2)cc1 returned Insulin prom inh 38, sdo1 growth -0.59 and sdo1 growth Rescue 24 h -0.56.
`CCOc1cc(NC(=O)CCl)c(OCC)cc1NC(C)=O` gave Insulin prom inh 51.
Screening O=C(CCCN1C(=O)CCC1=O)Nc1ccc(Cl)c(C(F)(F)F)c1 returned Insulin prom inh -444, sdo1 growth 1.5 and sdo1 growth Rescue 24 h 1.1.
O=C(COc1ccccc1F)N/N=C1\CCCc2ccccc21 was read as sdo1 growth 0.33 and sdo1 growth Rescue 24 h 0.11.
`CCOC(=O)N1CCC(N2CCN(S(=O)(=O)c3ccc(Cl)cc3)CC2)CC1` gave Insulin prom inh -38, sdo1 growth 0.04 and sdo1 growth Rescue 24 h -0.62.
Screening Clc1ncccc1-c1nc2ccccc2n1Cc1ccccc1 returned sdo1 growth -0.72 and sdo1 growth Rescue 24 h -0.02.
For CC(=O)Nc1ccc(S(=O)(=O)NCc2ccc(C(=O)NCc3ccc(Cl)cc3)cc2)cc1 the results were Insulin prom inh -8, sdo1 growth -0.58 and sdo1 growth Rescue 24 h 1.
COc1ccc(C2N(c3cc(Cl)ccc3OC)C(=O)C3CCCN32)c(OC)c1 (stereo unspecified) was read as sdo1 growth 0.63 and sdo1 growth Rescue 24 h -0.28.
For COC(=O)c1cccc(S(=O)(=O)N2CCC(n3nnc4cc(F)ccc43)CC2)c1 the results were Insulin prom inh -15, sdo1 growth 0.18 and sdo1 growth Rescue 24 h 0.73.
`O=c1c2[nH]c3ccc(F)cc3c2ncn1CCCn1ccnc1` gave Insulin prom inh -6, sdo1 growth 0.81 and sdo1 growth Rescue 24 h 1.2.
COc1ccc(NC(=O)Cc2ccccc2F)cn1 was read as Insulin prom inh 36.
Screening CC(=O)N1CCN(CCN=CC2=C(O)CC(c3ccc(Cl)cc3)CC2=O)CC1 (stereo unspecified) returned sdo1 growth 1.1 and sdo1 growth Rescue 24 h 2.
O=C(CCC(=O)N1CCCC1)Nc1nnc(C(F)(F)F)s1 was read as Insulin prom inh 64, sdo1 growth -0.05 and sdo1 growth Rescue 24 h -0.15.

Screening results as filed in PubChem.

Rows are unselected. Share with any hit: about 0.99%.
